# Assay outcomes as filed in PubChem BioAssay.
# SR-BI HDL uptake: mouse SR-BI HDL lipid transfer inhibition; ldlA[mSR-BI] CHO cells, DiI-HDL uptake fluorescence, 3 h; inhibition, % at 12.5 µM; 0.96% of 320,000 active;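 active = mean replicate inhibition of at least 70% and a set share of replicates each scoring 70 or more; inconclusive = meets just one of the two criteria; inactive = fails both criteria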;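 also: 0% = median of neutral control wells and 100% = median of positive control wells; values of inactives mirror those of a sister screen read the other way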
# Target sequence (Q61009 whole entry, looked up): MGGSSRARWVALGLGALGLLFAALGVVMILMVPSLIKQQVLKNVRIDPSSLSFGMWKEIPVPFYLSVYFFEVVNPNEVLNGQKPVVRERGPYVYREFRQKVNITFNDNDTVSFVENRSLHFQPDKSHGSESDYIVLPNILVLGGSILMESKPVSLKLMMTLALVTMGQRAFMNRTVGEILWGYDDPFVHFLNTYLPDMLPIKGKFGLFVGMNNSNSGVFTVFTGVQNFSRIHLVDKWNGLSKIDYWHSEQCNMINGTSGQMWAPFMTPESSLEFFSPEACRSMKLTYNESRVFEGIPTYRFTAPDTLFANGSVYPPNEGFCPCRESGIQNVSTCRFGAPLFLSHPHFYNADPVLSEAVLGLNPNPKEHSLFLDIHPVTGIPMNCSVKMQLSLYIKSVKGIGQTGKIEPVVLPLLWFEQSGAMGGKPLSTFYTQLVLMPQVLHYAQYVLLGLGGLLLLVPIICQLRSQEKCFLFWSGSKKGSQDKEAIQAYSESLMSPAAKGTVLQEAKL
# CAL PDZ FP-1: blocks peptide binding to human CAL PDZ domain; AID 504414; purified CAL PDZ, TMR-peptide fluorescence polarization, 1 h; 0.02% of 330,000 active; Q9HD26; inhibition, % at 20 µM;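 active = highest replicate inhibition of at least 40%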;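 also: plate controls were DMSO neutral control wells for no effect and unlabeled competitor peptide control wells for full effect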
#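 Read-out basis: mP drop reported as inhibition | Assay system: Tagged CAL PDZ protein CerCALP, purified | Benchmarks: Unlabelled peptide for full inhibition, DMSO wells as neutral | Schedule: 1 h incubation at room temperature before polarization reading | Buffer or medium: Sodium phosphate/NaCl buffer pH 7.4 with TCEP, IgG, Thesit | Doses: Single point, 20 µM | Measured by: Fluorescence polarization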
# Rtt109 HAT inh: blocks Candida albicans Rtt109/Vps75 acetyltransferase activity. Q5AAJ8. purified Rtt109/Vps75, ThioGlo CoA-SH fluorescence, 4 h. inhibition, % at 34.9 µM. 0.16% of 330,000 active. AID 540336;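 active = inhibition of at least 50% in every replicate; inconclusive = best replicate reaches 50% inhibition but some replicates fall short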
# dFosB activator: mouse delta FosB homodimer activation | P13346 | purified delta FosB, TAMRA-CDK5 oligo fluorescence polarization; percent of positive-control signal above neutral wells | 0.99% of 340,000 active | activation, % at 25 µM;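 active = mean activation above about 17%, with every replicate also reaching it, limit read from the data, passing the limit was not always enough; inconclusive = only one of the two conditions met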;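 also: fluorescence polarization rise as delta FosB binds a TAMRA Cdk5 AP-1 oligo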
# Target sequence (P13346 whole entry, looked up): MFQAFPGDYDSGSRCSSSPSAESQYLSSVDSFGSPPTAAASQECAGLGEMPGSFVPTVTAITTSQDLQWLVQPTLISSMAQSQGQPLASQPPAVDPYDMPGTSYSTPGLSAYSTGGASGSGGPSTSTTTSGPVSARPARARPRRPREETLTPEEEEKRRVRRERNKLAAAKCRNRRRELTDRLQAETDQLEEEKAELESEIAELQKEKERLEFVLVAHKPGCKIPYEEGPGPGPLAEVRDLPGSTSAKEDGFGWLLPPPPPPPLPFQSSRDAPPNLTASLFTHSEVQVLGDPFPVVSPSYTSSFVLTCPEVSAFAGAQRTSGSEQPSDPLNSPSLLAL
# NSD2 HMT inh: NSD2 (human) methyltransferase inhibition | NSD2 peptide methylation, AlphaScreen, 120 min | inhibition, % at 12.5 µM | 0.54% of 310,000 active; in the data active = inhibition above about 50%
# PfHsp90 set2: reduces growth (ATP signal) of yeast expressing P. falciparum Hsp90; S. cerevisiae expressing PfHsp90, BacTiter-Glo ATP, 48 h; yeast lacking PDR1 and PDR3 efflux regulators; inhibition, % at 9.4 µM; 0.32% of 310,000 active; AID 504621;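 active = every replicate shows inhibition above about 80%, whatever the replicate mean, limit read from the data; inconclusive = mean inhibition reaches the set limit but some replicate falls short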;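 also: 0% = DMSO neutral controls and 100% = 20 µM radicicol positive controls; yeast relying on Plasmodium falciparum Hsp90 in place of its own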
# CAL PDZ FP-2: blocks peptide binding to the human CAL PDZ domain; purified CAL PDZ, TMR-peptide fluorescence polarization, 1 h; 0.92% of 300,000 active; Q9HD26; AID 602252; inhibition, % at 24.9 µM;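 active = mean inhibition of at least 30% with at least half of replicates also reaching 30%; inconclusive = no clear call, values can overlap the other calls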;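 also: 0% = DMSO neutral control and 100% = excess unlabeled competitor peptide PRC23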
# PvdQ inh: P. aeruginosa PvdQ acylase inhibition; purified PvdQ acylase, fluorescence plate reader; inhibition, % at 10 µM; 0.063% of 340,000 active; in the data active = inhibition above about 30%, passing the limit was not always enough; inconclusive = no clear call, values can overlap the other calls;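 also: 0% = vehicle neutral wells and 100% = reference inhibitor wells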
# SR-BI DiI-HDL act: enhances SR-BI lipid uptake from DiI-HDL. CHO ldlA[mSR-BI] cells, DiI-HDL uptake fluorescence, 3 h; 100 = double the neutral-control signal. activation, % at 12.5 µM. 0.096% of 320,000 active. AID 504775;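 active = mean replicate activation of at least 60% and every replicate at or above 60%; inconclusive = mean or all-replicate condition met, but not both; inactive = mean below 60% and not all replicates reaching 60%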;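 also: 0% = median plate neutral-control signal and 100% = twice that signal; values of inactives mirror those of a sister screen read the other way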
#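 Test system: SR-BI-overexpressing, LDLR-lacking CHO cells; Medium: Ham's F12 with 0.5% BSA, HEPES 25 mM, pH 7.4; Schedule: 3 h, 37 °C; Technique: bottom-read fluorescence, 550/595 nm.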
# MITF TRPM1 HTS: increases MITF-driven TRPM1 promoter luciferase signal. SK-MEL-5 TRPM1-promoter luciferase, 24 h; % of positive control, neutral wells = 0. activation, % at 12.5 µM. 0.75% of 300,000 active;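 active = mean activation of at least 80% with every replicate also reaching 80%; inconclusive = mean reaches 80% but some replicate falls short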;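 also: 0% = neutral control wells and 100% = parthenolide positive control wells; values of inactives mirror those of a sister screen read the other way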
# * = called active by the depositor; ? = inconclusive; / = not tested or not shown; + = active, no number.
SMILES,SR-BI HDL uptake,CAL PDZ FP-1,Rtt109 HAT inh,dFosB activator,NSD2 HMT inh,PfHsp90 set2,CAL PDZ FP-2,PvdQ inh,SR-BI DiI-HDL act,MITF TRPM1 HTS
CC(Sc1nnc(N)s1)C(=O)Nc1ccc2c(c1)OCO2 (configuration not stated),14,-0.6,?,-8,/,6,-1,13,-14,-5
COc1ccc(/C=C(\NC(=O)c2ccccc2)C(=O)N2CCN(C)CC2)cc1,-26,-1.8,-3,2,0,15,-8,16,26,0
O=C(c1ccc2ccccc2c1)N1CCN(c2ccc(C(F)(F)F)cn2)CC1,-7,-1.4,6,-9,-3,10,-2,-23,7,5
COc1ccc2oc(C(=O)c3ccccc3)c(NC(=O)CN3CCN(C)CC3)c2c1,-10,-1.4,2,-4,7,-5,-1,17,10,1
COC(=O)CN1C(=O)N/C(=C/c2ccc(OC)cc2)C1=O,-9,-2.0,-2,-6,-3,-17,1,-2,9,9
COc1ccc(NC(C)=O)cc1NC(C)C(=O)Nc1ccc(F)c(F)c1F (configuration not stated),-15,-0.4,-2,2,3,-1,-1,-7,15,0
CNC(=O)c1cnn(-c2nc(-c3ccc(OC)cc3)cs2)c1C(F)(F)F,20,-0.7,10,13,-1,15,2,-3,-20,-1
COc1ccccc1CCNC(=O)C(=O)Nc1cc2c3c(c1)C(C)C(=O)N3CCC2 (configuration not stated),44,0.3,16,-11,1,7,/,-7,-44,5
CC(C)CC(=O)N1CCN(C(=O)c2ccco2)CC1,-5,0.0,-1,-1,1,28,1,-5,5,5
CCOc1ccccc1N(CC(=O)N1CCC(C(N)=O)CC1)S(=O)(=O)c1ccc(SC)cc1,-35,0.5,1,-4,0,15,-2,4,35,-5
O=C(CN1C2=NCCN2c2ccccc21)c1ccc(Br)cc1,/,-1.4,-16,-11,23,-4,2,-21,/,-7
CON(C)c1nc(OCC#N)nc(N(C)C)n1,-9,-2.5,-7,0,-2,-3,-1,-12,9,-2

# Sorted by formula weight (largest number first): three of the compounds above
SMILES,SR-BI HDL uptake,CAL PDZ FP-1,Rtt109 HAT inh,dFosB activator,NSD2 HMT inh,PfHsp90 set2,CAL PDZ FP-2,PvdQ inh,SR-BI DiI-HDL act,MITF TRPM1 HTS
CNC(=O)c1cnn(-c2nc(-c3ccc(OC)cc3)cs2)c1C(F)(F)F,20,-0.7,10,13,-1,15,2,-3,-20,-1
O=C(CN1C2=NCCN2c2ccccc21)c1ccc(Br)cc1,/,-1.4,-16,-11,23,-4,2,-21,/,-7
COC(=O)CN1C(=O)N/C(=C/c2ccc(OC)cc2)C1=O,-9,-2.0,-2,-6,-3,-17,1,-2,9,9

# (continued)
SMILES,SR-BI HDL uptake,CAL PDZ FP-1,Rtt109 HAT inh,dFosB activator,NSD2 HMT inh,PfHsp90 set2,CAL PDZ FP-2,PvdQ inh,SR-BI DiI-HDL act,MITF TRPM1 HTS
Cc1cccc(NC(=O)CSc2nnc(CNC(=O)c3ccco3)o2)c1,-2,-0.4,-1,-7,-6,0,-6,-8,2,-13
COc1ccc(NC(=O)C(C)NS(=O)(=O)c2ccccc2)cc1Cl (configuration not stated),5,-0.6,-1,9,3,3,0,-9,-5,2
Cc1ccn(CC(=O)N2CCCC(C(=O)c3cccc4ccccc34)C2)n1 (configuration not stated),27,0.4,-1,-13,13,-43,-7,-11,-27,-2
Cc1ccc(S(=O)(=O)N2CCN(C(=O)c3cc4c(s3)CCC(C)C4)CC2)cc1 (configuration not stated),-10,-2.1,-4,-1,-1,13,-1,-5,10,9
COc1ccccc1-c1ccc(=O)n(CC(=O)NCc2ccc3c(c2)OCO3)n1,-24,-2.2,-1,-12,2,/,-3,-7,24,-7
Cc1ccc(OCCCn2c(CO)nc3ccccc32)cc1,/,-1.5,33,-13,2,0,5,2,/,29
O=C(NCc1ccccn1)c1ccc(NS(=O)(=O)c2cccc(Cl)c2)cc1,-8,-2.6,-6,1,-4,8,-5,-6,8,0
Cc1ccsc1C(=O)OCC(=O)Nc1ccc(Cl)cc1C(F)(F)F,22,-2.7,-10,2,-2,-5,8,-3,-22,8
CNC(=O)COC(=O)c1ccccc1Nc1ccccc1,20,-0.9,0,-8,/,-10,-2,-8,-20,-1
COc1ccc(Nc2nc(-c3cc4cccc(OC)c4oc3=O)cs2)cc1,58,0.2,12,-14,-1,-10,8,5,-58,20
CCCN1C(=O)C(O)(CC(=O)c2cccc(OC)c2)c2ccccc21 (configuration not stated),-17,1.5,4,-9,-2,/,-5,4,17,7
CC(=O)c1cccc(NC(=O)Cc2cccs2)c1,-16,-3.2,-6,-7,2,/,/,-8,16,18
O=C(Nc1cccc(S(=O)(=O)NC2=NCCC2)c1)c1cc(-c2ccccn2)nc2ccccc12,/,-3.2,-5,-4,0,-3,0,-1,/,-11
COc1ccccc1OCCNC(=O)CCNS(=O)(=O)c1ccc(C)cc1,1,-0.4,4,-4,-1,3,/,-12,-1,6
CC1=CC(=O)Nc2ccccc2S1,-13,-0.9,4,-14,1,-7,-4,3,13,-7
CC(NC(=O)COC(=O)/C=C/c1cccc(C(F)(F)F)c1)c1ccccc1 (configuration not stated),9,-1.9,/,7,0,-15,-2,-11,-9,10
CC(C)c1ccc(/C=C2\C(=N)N3N=C(CC(=O)N4CCCCC4)SC3=NC2=O)cc1,-35,-2.4,-10,2,4,-11,-4,-8,35,6
COc1ccc(Br)cc1CN(C)C(=O)c1ccncc1,5,0.2,-12,0,-1,-6,+,-6,-5,-3
CCc1cc2c(=O)oc(-c3ccccc3F)nc2s1,-15,0.0,0,-20,-4,-22,-1,8,15,15
COc1ccc(C2c3[nH]c4ccccc4c3CCN2C(=O)c2cn3ccccc3n2)c(F)c1 (configuration not stated),36,0.3,4,5,-1,-4,-3,-3,-36,7
CN(CC(=O)NC(c1ccccc1)c1ccccc1)Cc1nc2ccccc2c(=O)[nH]1,-1,-1.1,1,-13,-7,4,0,-10,1,-12
Oc1c(Br)cc(C=Nc2ccc3nc(-c4ccccc4)[nH]c3c2)c(O)c1Br,23,-0.4,-2,-8,3,-35,-6,-18,-23,15
O=C1OC(N2C(=O)CC[C@H]2C(=O)Nc2ccc(Br)cc2F)c2ccccc21 (some centres not stated),-8,-0.7,4,-6,/,-10,-15,11,8,4
CCn1c(=S)sc2c(=O)n(CC(=O)Nc3cccc(OC)c3)c(C)nc21,-16,-1.3,4,-12,-1,-117,-7,-5,16,-9
CCOC(=O)C1C(=O)CC(C)(O)C(C(=O)OCC)C1c1ccccc1OC (configuration not stated),2,-2.3,12,-8,-2,1,/,-7,-2,1
CC1CC1C(=O)OCC(=O)NNC(=O)COc1ccc(Br)cc1 (configuration not stated),-26,-1.6,-5,-2,-1,/,-11,-3,26,14
Cc1ccc(C(C(=O)NCc2ccccc2)N(C(=O)c2csnn2)c2cccc3ccccc23)o1 (configuration not stated),-5,-1.0,12,-5,/,-4,0,-16,5,-11
COc1ccc(C(C)=O)cc1CSc1nc2ccccc2c(=O)n1-c1ccccc1,50,-1.1,2,-3,0,25,-8,-1,-50,-14
Cc1c(C(=O)NCCSCc2ccco2)cccc1[N+](=O)[O-],4,0.4,6,-1,-4,-11,0,0,-4,1
C/C(=N\OCC(=O)Nc1c(C)cc(C)cc1C)c1ccc2c(c1)OCCO2,15,-0.2,-7,-4,-5,-8,-4,0,-15,2
O=C(C1CCN(S(=O)(=O)c2ccccc2)CC1)N1CCCCCC1,2,1.5,3,-8,-1,-8,2,9,-2,4
CSc1ccccc1NC(=O)c1cccs1,8,-0.6,17,1,/,-14,3,2,-8,8
CN1CCN(S(=O)(=O)c2csc(C(N)=O)c2)CC1,-38,-1.6,2,-5,-1,15,3,7,38,1
COc1ccccc1CCC(=O)NNC(=O)c1ccccc1,-1,-2.0,-4,-3,2,-8,1,-11,1,7
COc1ccc(-c2csc(NC(=O)C3COc4ccccc4O3)n2)cc1OC (configuration not stated),29,-1.3,20,-3,/,-57,-2,-16,-29,/
O=C(Nc1ccc(S(=O)(=O)N2C[C@@H]3C[C@@H](C2)c2cccc(=O)n2C3)cc1)c1ccc(F)cc1,17,-0.4,-9,-7,/,11,-4,-9,-17,0
COc1cccc(N2CCN(CC(=O)Nc3ccccc3C(=O)NCCc3ccccc3)CC2)c1,-5,-1.1,8,?,-3,-14,/,-13,5,10
c1ccc(CSc2nnc(-c3cccnc3)o2)cc1,-18,-1.2,-3,8,-2,-1,-3,7,18,50
CCn1c(SCC(=O)N/N=C(/C)c2ccncc2)nc2ccccc21,-24,-0.9,0,-9,1,-8,-5,-3,24,/
CN(C(=O)COC(=O)C1CCN(S(=O)(=O)c2ccc(Cl)cc2)CC1)C1CCS(=O)(=O)C1 (configuration not stated),2,0.4,-1,2,-2,/,/,-13,-2,3
CC1=CSC2=NC(C(F)(F)F)(C(F)(F)F)NC(=O)N12,3,-2.1,0,8,-1,5,-8,1,-3,-12
CCOC(=O)COc1ccc2c(C)cc(=O)oc2c1C(=O)c1ccccc1,-5,0.3,2,-6,-1,-10,-3,-12,5,9
Cc1ccc(S(=O)(=O)CC(=O)Nc2ccc3nc(C)sc3c2)cc1,4,-2.5,-6,-6,7,10,-4,-16,-4,3
Fc1ccc(CNC(=S)NC2CCCCCC2)cc1,-4,-0.6,-11,-10,/,6,/,0,4,4
O=C(COC(=O)c1ccc(F)cc1F)NCc1ccc2c(c1)OCO2,-10,-0.8,-1,-9,-2,-23,/,-1,10,-5
O=C1c2ccccc2C(=O)N1CCN1CCc2ccccc21,-20,-0.4,14,-5,0,/,3,-9,20,/
CC1(C)CC(=O)C=C(c2cccc(O)c2)C1=O,-39,0.7,7,2,/,/,-1,-8,39,-5
CCCOc1ccc([N+](=O)[O-])cc1C1NC(=S)NC(c2ccccc2)=C1C(=O)OCC (configuration not stated),27,-1.4,?,0,1,-4,-1,-11,-27,-8
Cc1cc(=O)oc2cc(NC(=O)C3CCCC3)ccc12,5,-0.2,4,-4,-2,/,-4,-13,-5,34
COc1ccc(C(O)c2nc3ccccc3n2C(C)C)cc1 (configuration not stated),-11,-0.6,34,-5,15,5,-6,9,11,-10
CC(C)c1ccc(NC(=O)C(c2ccc3c(c2)OCO3)N2CCN(C(=O)c3ccco3)CC2)cc1 (configuration not stated),11,/,9,-15,-1,0,-2,-9,-11,-10
CCNC(=S)/C(=C(/[O-])c1ccc([N+](=O)[O-])cc1)[n+]1ccccc1,/,-1.0,7,-3,0,13,0,-14,/,13
